Screening results deposited in PubChem BioAssay by Broad Institute.
E-sel inducer: E-selectin induction in HUVECs, primary screen, imaging, HUVEC, immunofluorescence imaging, single point; normalized: neutral wells 0, TNF-alpha wells 100; P16581; activation, % at 7.58 µM; 260,000 compounds, 0.37% hits;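 active means mean E-selectin-positive cell signal at least 10% of the positive control, reached in at least 60% of replicates, without over 20% cell loss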;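 further: in these data hits start at about 27%; measured in HUVEC primary endothelial cells; signal is the percent of cells scored E-selectin positive by PE staining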
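Test system – human umbilical vein endothelial cells (HUVEC), E-selectin induction · Input – 3,000 HUVEC seeded per well · Buffer or medium – EGM-2, gelatin · Compound dosing – single-point compound dose · Detection – immunofluorescence imaging · Measure – percent E-selectin-positive cells · Controls – TNF-alpha high, DMSO low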
EWS-Fli inh: EWS/Fli-driven NR0B1 reporter inhibitors, primary screen, A673 cells, NR0B1 luciferase, luminescence, MLPCN library; viability-normalised; inhibition, % at 12.6 µM; AID 651661, 2012; 350,000 compounds, 0.67% hits;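 active means mean inhibition of at least 50% after viability correction, with every replicate also passing that limit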;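 further: firefly luciferase signal divided by Alamar Blue viability fluorescence both relative to DMSO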
esBAF inh: Bmi1 luciferase reporter increase in mESCs, primary screen, esBAF inhibitor project, mouse ES cells, Bmi1 luciferase knock-in, single point | 24 h; 100% = twice the neutral-well signal | AID 602393, 2012 | 350,000 compounds, 2% hits | reporter increase, % at 12.5 µM; in the data active means activation above about 40%;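 further: 0% = median of the plate's neutral control wells and 100% = double that signal; a rise in the Bmi1 reporter signal indicates esBAF inhibition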
XiGFP reactiv: activators of inactive X chromosome reactivation, primary screen, imaging, XiGFP fibroblasts, GFP high-content imaging, set 2; XiGFP mouse fibroblasts, % GFP-positive cells imaging, 3 d; cells co-treated with 5-aza-dC sensitizer; scaled so ellipticine positive control = 100%; activation, % at 7.58 µM; 360,000 compounds, 0.055% hits; AID 743238, 2013;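 active means mean normalized replicate activation at least 10% and every replicate at or above 10%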;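 further: 0% = median of on-plate neutral control wells and 100% = ellipticine 6 µM median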
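Schedule: 3 d treatment, 15 min room-temperature fixation; system: 68-5-11 XiGFP fibroblast line; buffer or medium: DMEM plus 5-aza-dC sensitizer; control set: ellipticine 6 µM positive control; compound: one concentration, pinned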
S100A4 MyoIIA: inhibitors of S100A4-myosin IIA peptide binding, primary screen, biochemical, fluorescence polarization, TAMRA-MyoIIA peptide; inhibition, % at 10.7 µM; 360,000 compounds, 0.14% hits; AID 652163, 2013;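 active means mean inhibition of at least 70% across replicates, with every replicate also reaching that level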
Target sequence (P26447 whole entry, looked up): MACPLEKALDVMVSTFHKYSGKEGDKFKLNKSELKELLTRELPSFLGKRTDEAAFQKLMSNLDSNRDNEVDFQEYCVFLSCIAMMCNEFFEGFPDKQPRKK
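Material: S100A4 monomer protein | Medium: HEPES pH 7.2 with CaCl2, KCl, NaCl, DTT, Triton | Reagent: Labelled myosin peptide probe, 5 nM | Doses: One dose per compound | Times: 5 min incubation before reading | Benchmarks: Neutral control DMSO, positive control TFP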
FN deposition inh: inhibitors of fibronectin matrix deposition, primary screen, AH1F cells, Alexa488-fibronectin fluorescence, plate reader; inhibition, % at 12.6 µM; 350,000 compounds, 0.086% hits; AH1F fibroblasts, overnight;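 active means mean inhibition across replicates of 30% or more, regardless of how many single replicates reach that level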;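 further: positive control wells lacked labelled fibronectin entirely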
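Assay system: AH1F fibroblasts assembling fluorescent fibronectin matrix; Amount: 10000 AH1F cells per well; Buffer or medium: DMEM, 2% serum; Probe or stimulus: Alexa488-fibronectin, 24 nM final in well; Doses: single compound dose, delivered by pin transfer; Incubation: 1 h adhesion, overnight exposure; Measured by: fluorescence 485/525 nm; Read-out: fibronectin deposition inhibition.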
RAD52 inh: RAD52 DNA annealing inhibitors, primary screen, biochemical, FRET, single point, set 2 | DNA repair protein RAD52 homolog (Homo sapiens), P43351 | inhibition, % at 18.7 µM | recombinant RAD52 DNA annealing, FRET fluorescence | 360,000 compounds, 0.46% hits | AID 651710, 2012;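 active means every replicate showing at least 50% inhibition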
RAD54 inh: inhibitors of human RAD54 branch migration, primary screen, biochemical, fluorescence, single point. DNA repair and recombination protein RAD54-like (Homo sapiens), Q92698. RAD54 Holliday junction branch migration, FAM/BHQ fluorescence. inhibition, % at 10.4 µM. 360,000 compounds, 0.14% hits. AID 602329, 2012;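 active means mean normalized replicate activity at least 40 and at least half of replicates scoring 40 or more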;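 further: 0% = median of neutral control wells and 100% = median of positive control wells; inhibitors cause a drop in the FAM fluorescence signal; in these data hits start at about 50%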
Target sequence (Q92698 whole entry, looked up): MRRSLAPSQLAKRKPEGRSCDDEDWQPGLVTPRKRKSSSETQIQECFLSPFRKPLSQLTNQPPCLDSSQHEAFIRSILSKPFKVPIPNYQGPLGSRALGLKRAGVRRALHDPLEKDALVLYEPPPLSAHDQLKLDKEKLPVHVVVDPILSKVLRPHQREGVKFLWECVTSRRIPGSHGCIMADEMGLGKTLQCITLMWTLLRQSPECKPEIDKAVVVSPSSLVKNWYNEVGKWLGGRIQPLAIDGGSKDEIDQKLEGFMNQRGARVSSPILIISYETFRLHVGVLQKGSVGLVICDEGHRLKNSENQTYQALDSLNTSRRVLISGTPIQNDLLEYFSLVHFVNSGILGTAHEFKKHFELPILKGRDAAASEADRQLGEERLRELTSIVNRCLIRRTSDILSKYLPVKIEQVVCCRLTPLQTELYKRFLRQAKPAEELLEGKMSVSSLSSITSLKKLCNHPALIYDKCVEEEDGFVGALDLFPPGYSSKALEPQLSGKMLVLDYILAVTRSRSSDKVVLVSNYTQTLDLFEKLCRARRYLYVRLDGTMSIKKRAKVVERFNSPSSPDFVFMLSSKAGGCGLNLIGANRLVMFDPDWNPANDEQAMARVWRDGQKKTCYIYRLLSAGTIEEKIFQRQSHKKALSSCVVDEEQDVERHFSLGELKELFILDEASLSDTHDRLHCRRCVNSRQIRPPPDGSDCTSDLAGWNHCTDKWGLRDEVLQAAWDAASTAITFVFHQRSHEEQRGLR
Active calls of the source: *; i = inactive; . = no result given. This is a random part of the collection (roughly 3% active in at least one column).

SMILES | E-sel inducer | EWS-Fli inh | esBAF inh | XiGFP reactiv | S100A4 MyoIIA | FN deposition inh | RAD52 inh | RAD54 inh
C[C@H]1CN([C@@H](C)CO)C(=O)c2cc(-c3ccccc3)cnc2O[C@H]1CN(C)Cc1ccccn1 | 0.5 | -13 | -13 | -1.2 | 23 | -3 | -1 | 4
Cc1nc(-c2ccc3c(c2)CCC(=O)N3)cs1 | -0.1 | -61 | 37 | 0.0 | -7 | 3 | -4 | -1
Cc1ccc(CNC(=O)CSc2ccc(-c3ccco3)nn2)cc1 | . | . | -8 | 0.0 | . | -2 | . | -1
COc1ccccc1CN1C[C@@H](C)[C@H](OC)CN(C)C(=O)c2ccc(NC(=O)Nc3ccccc3OC)cc2OC[C@H]1C | -0.1 | 5 | 8 | 0.0 | 7 | 2 | 45 | -22
O=C(NCCN1C(=O)S/C(=C\c2ccc(OC(F)F)cc2)C1=O)c1cnccn1 | . | 59* | . | 0.3 | 3 | 14 | -32 | .
COc1cccc(-c2csc(N3CCN(C(=O)Nc4ccccc4OC)CC3)n2)c1 | . | -9 | -6 | . | 0 | . | -35 | .
COc1ccccc1C(=O)N1CCN(C(=O)[C@H]2O[C@@H](n3cnc4c(N)ncnc43)[C@H](O)[C@@H]2O)CC1 | 1.3 | 0 | 3 | 0.1 | -1 | -12 | 3 | -7
C[C@H]1CN([C@@H](C)CO)C(=O)Cc2cc(NC(=O)Nc3ccccc3)ccc2O[C@@H]1CN(C)Cc1ccccc1 | 0.1 | 1 | -2 | 0.0 | 2 | -2 | 14 | 5
CC1(C)CC(=O)C=C(c2n[nH]nc2C2=CCCCC2)C1 | 1.6 | -4 | 4 | -0.1 | 3 | 5 | -6 | 1
O=C(c1ccc(F)cc1)N1CC(=O)N2[C@H](CO)[C@@H](c3ccc(C#CC4CCCCC4)cc3)[C@H]2C1 | -0.7 | -7 | . | 0.0 | 4 | . | -25 | .
C[C@@H]1CCCCO[C@@H](CN(C)S(=O)(=O)c2cccs2)[C@@H](C)CN([C@@H](C)CO)C(=O)c2cc(NC(=O)NC3CCCCC3)ccc2O1 | 0.4 | 8 | 31 | 0.0 | . | . | . | 2
Cc1cc(NC(=O)c2cc3ccccc3oc2=O)no1 | . | . | 35 | . | 47 | . | -10 | 3
COC(=O)C1=C(C)N(C)C(=NCC2CC2)NC1CCc1ccccc1 (configuration not stated) | 0.4 | 1 | . | 0.0 | -2 | 8 | 3 | .
C/C(CC(=O)Nc1ccc(Cl)cc1C(F)(F)F)=N\NC(=O)c1ccccn1 | 0.5 | . | . | 0.1 | -6 | 0 | 2 | .
CC(=O)Nc1ccc(NC(=O)Cn2c(=O)n(-c3ccccc3)c(=O)c3oc4ccccc4c32)cc1 | . | -1 | . | -0.1 | 2 | 2 | -9 | .
CC(C)c1ccc(NC(=O)C2(C)Cc3c(-c4ccc(N(C)C)cc4)ccnc3O2)cc1 (configuration not stated) | 0.0 | 0 | -2 | 0.0 | -6 | 9 | -2 | -2
Cc1ccc(C2=NN(S(=O)(=O)c3ccccc3)C(c3ccccc3O)C2)cc1 (configuration not stated) | . | -16 | . | 0.0 | 6 | 7 | i | .
COc1cccc(-c2ccc([C@@H]3[C@H]4CN(C(=O)CN5CCOCC5)CC(=O)N4[C@H]3CO)cc2)c1 | -0.1 | 4 | . | 1.0 | 0 | . | -10 | .
C/C(=N\Nc1ccc([N+](=O)[O-])cc1)c1ccc(-n2nncc2C)cc1 | -0.2 | -1 | . | 0.7 | 3 | 6 | -25 | 4
COc1ccc(Cl)cc1C(=O)O/N=C(\N)c1ccccn1 | . | -57 | 11 | 0.2 | -4 | -4 | -8 | 2
COc1cc2c(cc1OC)NC(=O)C2 | 5.4 | 8 | 4 | 0.1 | -4 | 2 | -19 | .
CCC(C)(C)NC(=O)CN(CCc1cccc(C)c1)C(=O)c1csnn1 | . | -2 | . | 0.4 | -1 | 7 | -13 | .
O=C(C[C@H]1CC[C@H]2[C@@H](COC[C@H](O)CN2C(=O)Nc2ccc(Cl)cc2)O1)NC1Cc2ccccc2C1 | 0.1 | . | 26 | 0.1 | -10 | -9 | -9 | -2
COC(=O)c1cc(=O)nc(NN=C(C)C)s1 | -0.1 | 1 | . | -0.2 | 1 | -12 | -21 | .

An excerpt from above in order of formula weight, smallest number first.
SMILES | E-sel inducer | EWS-Fli inh | esBAF inh | XiGFP reactiv | S100A4 MyoIIA | FN deposition inh | RAD52 inh | RAD54 inh
COc1ccc(Cl)cc1C(=O)O/N=C(\N)c1ccccn1 | . | -57 | 11 | 0.2 | -4 | -4 | -8 | 2
CC(C)c1ccc(NC(=O)C2(C)Cc3c(-c4ccc(N(C)C)cc4)ccnc3O2)cc1 (configuration not stated) | 0.0 | 0 | -2 | 0.0 | -6 | 9 | -2 | -2
COc1cccc(-c2csc(N3CCN(C(=O)Nc4ccccc4OC)CC3)n2)c1 | . | -9 | -6 | . | 0 | . | -35 | .
C[C@H]1CN([C@@H](C)CO)C(=O)c2cc(-c3ccccc3)cnc2O[C@H]1CN(C)Cc1ccccn1 | 0.5 | -13 | -13 | -1.2 | 23 | -3 | -1 | 4
C[C@@H]1CCCCO[C@@H](CN(C)S(=O)(=O)c2cccs2)[C@@H](C)CN([C@@H](C)CO)C(=O)c2cc(NC(=O)NC3CCCCC3)ccc2O1 | 0.4 | 8 | 31 | 0.0 | . | . | . | 2

(continued)
SMILES | E-sel inducer | EWS-Fli inh | esBAF inh | XiGFP reactiv | S100A4 MyoIIA | FN deposition inh | RAD52 inh | RAD54 inh
COc1ccc(S(=O)(=O)Nc2cccc3c2O[C@H](CN(C)S(=O)(=O)c2cn(C)cn2)[C@@H](C)CN([C@@H](C)CO)C3=O)cc1 | 0.0 | -7 | 1 | -0.6 | 0 | 1 | 2 | -6
CC(=O)/C(N=Nc1nc2c([nH]1)c(=O)n(C)c(=O)n2C)=C(\C)O | 0.7 | -17 | 3 | 0.4 | -2 | -6 | -15 | .
Cc1noc(C)c1NC(=O)Nc1cccc2c1O[C@@H](CN(C)Cc1ccc(-c3ccccc3)cc1)[C@@H](C)CN([C@@H](C)CO)C2=O | 0.3 | 10 | -5 | 0.2 | 1 | . | -6 | 8
COc1ccccc1C#Cc1cnc2c(c1)C(=O)N([C@H](C)CO)C[C@H](C)[C@H](CN(C)C)O2 | 0.3 | 4 | 5 | -0.6 | 2 | 9 | 20 | 3
COc1ccc(N2CCN(C3CCN(S(=O)(=O)c4ccc(F)cc4)CC3)CC2)cc1 | -0.4 | -9 | -2 | -0.1 | -7 | -17 | -16 | 11
CCOC(=O)C(NC(C)=O)C(=O)Nc1ccc(C)cc1C (configuration not stated) | . | 7 | . | 0.0 | 0 | -1 | -15 | .
CCOC(=O)[C@H]1[C@H]2COc3cc(OC)ccc3[C@@H]2N2C(=O)c3cc(OC)c(OC)cc3NC(=O)[C@@]12C | -0.2 | 6 | -5 | -0.1 | 0 | -13 | -8 | 8
CCN(CC)CCN(C(=O)c1ccc(S(=O)(=O)N(CC)c2ccccc2)cc1)c1nc2c(OC)ccc(OC)c2s1 | -1.4 | 2 | -2 | 0.2 | -1 | 5 | -24 | 14
C[C@@H]1CN([C@@H](C)CO)C(=O)c2cc(NS(=O)(=O)c3ccc(Cl)cc3)ccc2O[C@@H](C)CCCCO[C@H]1CN(C)S(=O)(=O)c1cccs1 | . | 3 | -1 | -0.1 | 10 | 11 | -21 | -14
CNC[C@@H]1Oc2ccc(NC(=O)Cn3cnnn3)cc2C(=O)N([C@H](C)CO)C[C@@H]1C | 0.0 | -3 | 5 | -0.2 | 20 | 4 | -20 | -2
COC(=O)C1=C(C)N(Cc2cccc(C(F)(F)F)c2)C(=NCC2CC2)NC1c1cccc(F)c1 (configuration not stated) | -0.4 | 16 | . | 0.5 | -17 | 10 | 35 | .
CN1CCC[C@@H]1CCO[C@](C)(c1ccccc1)c1ccc(Cl)cc1 | 0.9 | 7 | -8 | 0.0 | -5 | -7 | 27 | 11
COc1ccc(-c2nnc(Nc3ccc(S(=O)(=O)Nc4nccs4)cc3)c3ccccc23)cc1 | . | 5 | . | 0.2 | 19 | 5 | -18 | .
CN1C(=O)c2cc(NC(=O)c3ccc(Cl)cc3)ccc2OC[C@H]2O[C@H](CC(=O)NCc3cccc(F)c3)CC[C@H]21 | 0.1 | 0 | 11 | 0.2 | 0 | 6 | -13 | -1
C[C@H](CO)N1C[C@H](C)[C@@H](CN(C)C(=O)Nc2cccc3ccccc23)Oc2ccc(NC(=O)Nc3ccc(F)cc3)cc2CC1=O | 0.0 | 16 | 3 | 0.1 | 2 | . | 22 | 10
Cc1ccc2nc(-c3ccccn3)cc(C(=O)Nc3ccc4c(c3)OCO4)c2c1 | -3.5 | 4 | -6 | -0.1 | 32 | -11 | -2 | 2
C=CC[C@H](CC(=O)NCCO)C(=O)N[C@H](COC(=O)[C@H](CC=C)CC(=O)OC(C)(C)C)Cc1c[nH]c2ccccc12 | 0.0 | 8 | 7 | 0.1 | -3 | 3 | -16 | 0
CCCCn1c(N)c(N(CCOC)C(=O)c2ccc(-c3ccc(C(C)=O)cc3)o2)c(=O)[nH]c1=O | 2.2 | -23 | 14 | 0.2 | 0 | 0 | -16 | 0
CN(C)C(=O)c1ccc(-c2ccc([C@H]3[C@H]4CN(C(=O)C5CCCCC5)CC(=O)N4[C@H]3CO)cc2)cc1 | 0.1 | 7 | . | 0.3 | 4 | . | 21 | .
O=C(Nc1ccc(-c2nc3ccccc3[nH]2)cc1)C1CCCO1 (configuration not stated) | . | 18 | -16 | . | 13 | . | -5 | 7
O=C(O)c1ccccc1C(=O)NNc1ccc(F)cc1F | . | 8 | . | -0.1 | -10 | -27 | 0 | .
Cc1ccc(S(=O)(=O)N2Cc3ccccc3CC2C(N)=O)cc1 (configuration not stated) | 0.2 | 2 | -1 | 0.1 | -1 | 1 | -10 | -4
CC(=O)N1CC(=O)N2[C@H](CO)[C@@H](c3ccc(-c4ccccc4)cc3)[C@H]2C1 | 0.3 | 9 | . | 0.7 | 7 | . | 11 | .
COCCn1c(SCC(=O)Nc2ccc(NC(C)=O)cc2)nc2c([nH]c3ccccc32)c1=O | -0.2 | -2 | . | -0.1 | -2 | 3 | -2 | -7
Cc1ccc(S(=O)(=O)Nc2ccc3c(c2)C(=O)N([C@@H](C)CO)C[C@@H](C)[C@H](CN(C)C(=O)Nc2cccc4ccccc24)OCCCC[C@@H](C)O3)cc1 | -0.3 | -6 | 6 | 0.4 | -3 | -2 | 11 | -2
COc1ccc(CCN2C(=NC(=O)C(C)C)SC3CS(=O)(=O)CC32)cc1OC (configuration not stated) | . | 7 | . | 0.0 | -2 | -3 | -12 | .
CC(C)CN(C(=O)COC(=O)CCc1c[nH]c2ccccc12)c1c(N)n(Cc2ccccc2)c(=O)[nH]c1=O | . | -2 | 1 | -0.1 | -2 | -1 | -33 | 2
